# PhoP GFP inhibition = PhoP regulon inhibitors, Salmonella typhi PhoP promoter GFP reporter, confirmatory (AID 1850); 310,000 compounds, 0.33% hits; Salmonella Typhi PhoP-promoter GFP reporter, fluorescence, 4 h; higher % means a stronger effect; inhibition, % at 50 µM; hits with a dose series show IC50 in µM; in the data active means a potency from the dose series; inconclusive means inhibition mostly from about 25% at the one dose, without a potency; inactive means the rest, 99 in 100 with inhibition below about 19%;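 further: 0% = induced wells with vehicle and 100% = uninduced wells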
# influenza NS1A = H1N1 influenza NS1A inhibitors, functional cell based assay (AID 504329). inhibition, % at 12.5 µM, or IC50 in µM where a hit was titrated. 340,000 compounds, 0.3% hits. NS1A functional cell-based assay, percent inhibition; higher % means a stronger effect; in the data active means a potency from the dose series; inconclusive means inhibition above about 27% without an active follow-up result; further: strong numbers were not always called active
# M. tuberculosis = growth inhibition of non-replicating M. tuberculosis (AID 488890); Mycobacterium tuberculosis non-replicating, growth inhibition; higher % means a stronger effect; one-dose inhibition, % at 25 µM; IC50 in µM for titrated hits; 320,000 compounds, 0.39% hits; in the data active means a potency from the dose series; inconclusive means inhibition mostly from about 82% at the one dose, without a potency; inactive means the rest, 99 in 100 with inhibition below about 76%;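 further: plate controls were DMSO cells for no effect and high antibiotic wells for full effect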
# VEEV TC-83 Vero = inhibitors of VEEV TC-83 cytopathic effect, confirmation, Vero cells (AID 588727); 350,000 compounds, 0.13% hits; one-dose inhibition, % at 20 µM; IC50 in µM for titrated hits; Vero cells, VEEV TC-83 cytopathic effect inhibition; higher % means a stronger effect; in the data active means a potency from the dose series; inconclusive means inhibition mostly from about 14% at the one dose, without a potency; inactive means the rest, 99 in 100 with inhibition below about 12%; further: strong numbers were not always called active
# H37Rv inhibition = M. tuberculosis growth inhibition, HTS (AID 449762). M. tuberculosis H37Rv growth inhibition, 7H9 media; higher % means a stronger effect. inhibition, % at 25 µM, or IC50 in µM where a hit was titrated. 330,000 compounds, 0.59% hits; in the data active means a potency from the dose series; inconclusive means inhibition above about 70% without an active follow-up result;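 further: bacterial growth assessed after seven days of incubation; strong numbers were not always called active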
# VEEV TC-83 Vero 10K pilot screen = further read-out of VEEV TC-83 Vero, marked with its call; inhibition, %; measured here: 10K pilot screen inhibition
# Numbers without * were called inactive; i = inactive; ? = inconclusive; / = not tested or not shown.
SMILES,PhoP GFP inhibition,influenza NS1A,M. tuberculosis,VEEV TC-83 Vero,H37Rv inhibition,others
CCN1CCN(C(=O)C2CCCN(S(=O)(=O)c3cccc4nsnc34)C2)CC1 (stereo not given),-2%,0%,1%,0.6%,2%,
CN(C)CCn1c(N)nc2ccccc21,5%,3%,-2%,i,-12%,
Cc1c(Cc2ccccc2)c(=O)[nH]c(=O)n1C,/,-3%,/,0.1%,/,
O=C(Nc1ccc(S(=O)(=O)NC2CCCCC2)cc1)c1ccco1,5%,0%,11%,0.0%,7%,
COc1cc(/C=C2/SC(=S)N(Cc3ccccc3)C2=O)ccc1OCC(=O)O,-3%,9%,-13%,0.5%,4%,
CC1CCCCC1NC(=O)COC(=O)c1c2c(nc3ccccc13)/C(=C/c1ccco1)CC2 (stereo not given),-7%,3%,29%,5.2%,-6%,
COc1ccc(NC(=O)CSc2ccccc2)c([N+](=O)[O-])c1,5%,17%,52%,4.6%,1%,
CC(C)CCNC(=O)Cn1c2c(c(-c3ccccc3Cl)cc1=O)CCC2,0%,30%,0%,0.2%,-1%,
O=C(/C=C/c1cc2ccccc2o1)c1ccccc1O,11%,1%,34%,i,4%,
COc1ccc(-n2nc(C(=O)NCC(=O)N3CCCC3)c3ccccc3c2=O)cc1Cl,4%,1%,-2%,0.3%,6%,
O=C(NCC(c1cccs1)N1CCOCC1)c1ccc(Cl)nc1 (stereo not given),/,-8%,16%,1.2%,-11%,
O=C(CCS(=O)(=O)c1ccc(Cl)cc1)OCC(=O)N1CCCCC1,-21%,-13%,12%,0.4%,-3%,
Cc1cccc(C(=O)NCCc2nnc(SCC(=O)Nc3nc(C)cs3)n2C)c1,1%,1%,4%,0.4%,-12%,
COc1ccccc1NC(=O)CN1CCN(C(=O)C2CCCO2)CC1 (stereo not given),-1%,-6%,-9%,1.0%,-18%,
CCC1(C)Cc2c(sc3nc(SC)nc(N)c23)CO1 (stereo not given),-15%,-13%,-8%,9.8%,-6%,
COC(=O)c1cc(NC(=O)c2ccccc2)c(=O)oc1/C=C/Nc1ccc(Oc2ccccc2)cc1,/,-7%,/,9.6%,/,
COCCn1c(C)cc(C(=O)COC(=O)c2n[nH]c3ccccc23)c1C,-8%,7%,9%,5.5%,-4%,
COC(=O)/C=C1\SC(N2CCOCC2)=C(c2ccc(OC)cc2)C1=O,-11%,-12%,42%,i,20%,
COc1ccccc1NC(=S)NCC1CCC(CNC(=S)Nc2ccccc2OC)CC1 (stereo not given),-5%,-2%,11%,0.1%,-4%,
CC(=O)OC(C(=O)NC1CCCCC1)c1cccc(C)c1 (stereo not given),-5%,2%,-2%,1.3%,6%,
C=CCNC(=S)N/N=C(\C)c1cccc(NC(C)=O)c1,-4%,-5%,2%,2.4%,-1%,
CCSc1nnc(NC(=O)Nc2cccc(C)c2)s1,6%,8%,23%,8.2%,7%,
CC(C)(C)n1ncc2c(=O)n(CC(=O)Nc3ccc(Cl)cc3)cnc21,0%,-2%,15%,3.2%,2%,
O=c1oc2ccccc2n1Cc1ccccc1,10%,-11%,-15%,1.9%,-5%,
CCN(CC)c1nc2c(c(=O)[nH]c(=O)n2C)n1Cc1ccccc1Cl,-7%,-5%,9%,0.5%,-6%,
Cc1cc(C(F)(F)F)nc(NCc2cccnc2)n1,-5%,-11%,24%,3.4%,4%,
CN(C(=O)c1ccc(NC(=O)Cc2ccc(NC(=O)C3CCCN(C(=O)C4CCCCC4)C3)cc2)cc1)C1CC1 (stereo not given),/,0%,13%,0.7%,-4%,
COCCN(CC(=O)NCC1CCCO1)C(=O)CCC(=O)Nc1cc(C)on1 (stereo not given),-6%,1%,-7%,i,-22%,
Cc1ccc(NC(=O)C(C)OC(=O)Cc2c[nH]c3ccccc23)cc1 (stereo not given),1%,3%,5%,0.5%,-10%,
CCOC(=O)C(C)c1c(C(=O)c2ccc(C)nc2)c2ccccc2n1C (stereo not given),-4%,/,-5%,/,-7%,
CCCN1C(=O)C(O)(C/C(C)=N/O)c2ccccc21 (stereo not given),-2%,1%,-2%,0.9%,0%,
O=C1NC[C@H](Cc2ccccc2)N(C[C@H]2CCCN2C[C@H](Cc2ccccc2)N2C[C@H](Cc3ccccc3)N(CC3CCCCCC3)C(=O)C2=O)C1=O,/,-2%,/,11%,/,
Cc1ccc(NC(=O)Nc2cccs2)cc1,11%,-2%,11%,i,-1%,
C=C1C[C@H]2[C@@H]3CCc4cc(OC)ccc4[C@H]3CC[C@]12C,-33%,2%,6%,i,3%,
Cc1cc(C)n(-c2ccc(NC(=O)C3CCN(Cc4cnc(C)s4)CC3)cc2)n1,-12%,1%,-1%,0.8%,4%,
O=C(CC(CC(=O)c1ccccc1)c1ccccc1)c1ccccc1,-5%,-11%,6%,1.3%,0%,
O=C(c1ccccc1)N1CCCC(C(=O)N2CCCCCC2)C1 (stereo not given),1%,-6%,-9%,i,-10%,
Cc1ccc(SCc2[nH]nc3c2C2(CCSCC2)C(C#N)=C(N)O3)cc1,11%,0%,10%,0.3%,-15%,
CC(C)(O)c1cc2ccc(C#Cc3ccsc3)cc2c(=O)o1,/,1%,-13%,6.0%,35%,
COc1ccc(C(CNC(=O)c2ccc(S(=O)(=O)Nc3ccccc3OC)cc2)N2CCCC2)cc1 (stereo not given),/,-6%,/,2.1%,/,
CCCCC(CCC(=O)O)(C(=O)OCC)c1csc(Nc2ccccc2)n1 (stereo not given),-9%,5%,2%,0.3%,18%,
Clc1ccc2[nH]c3c(NCC4CCCO4)ncnc3c2c1 (stereo not given),-14%,/,20%,/,5%,
Cc1oc(-c2ccccc2Cl)nc1CN1CCCN(C(=O)c2ccco2)CC1,-5%,6%,-10%,0.2%,-4%,
Cc1ccnc(NC(c2ccccc2)c2ccc3cccnc3c2O)c1 (stereo not given),/,7%,/,11%,/,
CN(CC(=O)Nc1cccc(F)c1)C(=O)c1ccc(-n2cncn2)c([N+](=O)[O-])c1,-2%,-8%,4%,0.5%,-2%,
CCC1CCc2c(sc(NC(=O)c3cnccn3)c2C(N)=O)C1 (stereo not given),-5%,-4%,70%,1.8%,7%,
COc1cc(NC(=O)C/C(C)=N/NC(=O)c2cccc(O)c2)c(OC)cc1Cl,6%,23%,/,0.7%,-1%,
O=C(CN1C(=O)NC2(CCCC2)C1=O)OCc1ccc(Br)cc1,-4%,2%,4%,3.2%,8%,
CNC(=O)Cc1nc2ccccc2n1CC(=O)Nc1cc(C)cc(C)c1,10%,1%,-16%,0.8%,-10%,
CCOC(=O)c1ccc(NC(=O)CCn2nnc3ccccc32)cc1,-9%,-6%,20%,i,54%,
Cc1ccnc(NC(=O)CCNC(=O)c2ccc(Cl)cc2)c1,-7%,-5%,14%,2.3%,-16%,
COc1cc(CNc2nnnn2C)ccc1OCc1c(F)cccc1Cl,9%,-4%,8%,2.0%,1%,
COc1cc(/C=N/NC(=O)CCc2ccccc2)ccc1O,2%,-6%,-7%,3.7%,-7%,
COCCCn1c(=S)[nH]c(C)c(C)c1=O,13%,-21%,1%,1.4%,-5%,
O=C1CCCC/C1=C/NCc1ccc(F)cc1,-3%,-14%,-13%,0.3%,-7%,VEEV TC-83 Vero 10K pilot screen=0.8
Cc1ccccc1/C=C/c1cccc[n+]1C,-3%,0%,12%,i,4%,
CC12CN(S(=O)(=O)c3ccccc3)CC(C)(CN(S(=O)(=O)c3ccccc3)C1)C2,-11%,4%,-11%,i,-10%,
Cc1c(Cl)cccc1NC(=O)CCC(=O)NNC(=O)c1ccccc1Cl,-7%,1%,/,1.0%,-7%,
O=S(=O)(NCC1CCCO1)c1cccc2nsnc12 (stereo not given),-1%,-2%,1%,3.5%,-6%,
Cc1cccc(N2C(=O)C3C4C=CC(CC4)C3C2=O)c1 (stereo not given),-3%,-4%,5%,0.6%,-1%,
# New compounds follow.
SMILES,PhoP GFP inhibition,influenza NS1A,M. tuberculosis,VEEV TC-83 Vero,H37Rv inhibition,others
O=C(NN=Cc1ccccc1)c1ccccc1,/,-10%,/,13%,/,
CCN(C(=O)CSc1nc2ccccc2c(=O)n1-c1ccccc1F)C1CCS(=O)(=O)C1 (stereo not given),/,4%,13%,2.5%,6%,
COc1ccc(Cl)cc1C(=O)NCC(c1ccco1)N(C)C (stereo not given),2%,-5%,1%,i,-6%,
Cc1ccccc1C1c2[nH]c3ccccc3c2C[C@H]2C(=O)N(C3CCN(Cc4ccccc4)CC3)CC(=O)N12 (stereo not given in full),-12%,6%,67%,0.2%,?,
Cc1cc(C)nc(N2CCCC(C(=O)NCc3ccccc3F)C2)n1 (stereo not given),-3%,-4%,-1%,1.4%,4%,
CCOC(=O)c1cc(CC)sc1/N=C/C1C(=O)CC(C)(C)CC1=O,-9%,2%,-11%,0.4%,-4%,
CCc1ccc(S(=O)(=O)Nc2cc3c(cc2N2CCCCC2)n(C)c(=O)c(=O)n3C)cc1,-11%,2%,-4%,4.0%,5%,
CCc1ccccc1NC(=O)COc1cccc(-n2cnnn2)c1,-5%,1%,-15%,2.8%,5%,
O=C(CCc1nc2ccccc2c(=O)[nH]1)NNC(=O)c1ccc(F)cc1,/,-6%,-14%,2.4%,2%,
CCN(CC)c1ccc(/C=N/NC(=O)c2ccccn2)cc1,-10%,-17%,64%,4.4%,?,
COc1cc(-n2c(=O)c3ccccc3n(CC(=O)c3ccc(F)cc3)c2=O)cc(OC)c1OC,4%,2%,-9%,1.1%,-4%,
CCCCNC(=O)Nc1ccc(C(O)(C(=O)OC)C(F)(F)F)cc1 (stereo not given),-3%,29%,21%,0.3%,-1%,
COCCn1c(=O)[nH]c2cc(C(=O)N3CCN(c4ccc(Cl)cc4)CC3)ccc2c1=O,9%,3%,17%,1.2%,19%,
Cc1ccc(C)c2c1cc(C)c1nnc(SCC(=O)Nc3cccc(C(=O)O)c3)n12,5%,-4%,-4%,0.9%,-3%,

# Random excerpt: three compounds from above.
SMILES,PhoP GFP inhibition,influenza NS1A,M. tuberculosis,VEEV TC-83 Vero,H37Rv inhibition,others
COc1cc(NC(=O)C/C(C)=N/NC(=O)c2cccc(O)c2)c(OC)cc1Cl,6%,23%,/,0.7%,-1%,
Cc1ccc(NC(=O)C(C)OC(=O)Cc2c[nH]c3ccccc23)cc1 (stereo not given),1%,3%,5%,0.5%,-10%,
CCc1ccccc1NC(=O)COc1cccc(-n2cnnn2)c1,-5%,1%,-15%,2.8%,5%,

# By substructure, the compounds so far containing fluorine (nine)
SMILES,PhoP GFP inhibition,influenza NS1A,M. tuberculosis,VEEV TC-83 Vero,H37Rv inhibition,others
Cc1cc(C(F)(F)F)nc(NCc2cccnc2)n1,-5%,-11%,24%,3.4%,4%,
CN(CC(=O)Nc1cccc(F)c1)C(=O)c1ccc(-n2cncn2)c([N+](=O)[O-])c1,-2%,-8%,4%,0.5%,-2%,
COc1cc(CNc2nnnn2C)ccc1OCc1c(F)cccc1Cl,9%,-4%,8%,2.0%,1%,
O=C1CCCC/C1=C/NCc1ccc(F)cc1,-3%,-14%,-13%,0.3%,-7%,VEEV TC-83 Vero 10K pilot screen=0.8
CCN(C(=O)CSc1nc2ccccc2c(=O)n1-c1ccccc1F)C1CCS(=O)(=O)C1 (stereo not given),/,4%,13%,2.5%,6%,
Cc1cc(C)nc(N2CCCC(C(=O)NCc3ccccc3F)C2)n1 (stereo not given),-3%,-4%,-1%,1.4%,4%,
O=C(CCc1nc2ccccc2c(=O)[nH]1)NNC(=O)c1ccc(F)cc1,/,-6%,-14%,2.4%,2%,
COc1cc(-n2c(=O)c3ccccc3n(CC(=O)c3ccc(F)cc3)c2=O)cc(OC)c1OC,4%,2%,-9%,1.1%,-4%,
CCCCNC(=O)Nc1ccc(C(O)(C(=O)OC)C(F)(F)F)cc1 (stereo not given),-3%,29%,21%,0.3%,-1%,

# Screening data as filed in PubChem BioAssay.
